Screens as filed in PubChem BioAssay.
GPR7 antagonist: blocks human GPR7 receptor signaling; P48145; GPR7-expressing cells, fluorescence antagonist assay; inhibition, % at 4.4 µM; hit rate 1.1% among 290,000; in the data active = inhibition above about 16%, passing the limit was not always enough;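 note: cells stimulated with the agonist NPW; 0% = agonist with vehicle and 100% = vehicle without agonist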
Target sequence (P48145 whole entry, looked up): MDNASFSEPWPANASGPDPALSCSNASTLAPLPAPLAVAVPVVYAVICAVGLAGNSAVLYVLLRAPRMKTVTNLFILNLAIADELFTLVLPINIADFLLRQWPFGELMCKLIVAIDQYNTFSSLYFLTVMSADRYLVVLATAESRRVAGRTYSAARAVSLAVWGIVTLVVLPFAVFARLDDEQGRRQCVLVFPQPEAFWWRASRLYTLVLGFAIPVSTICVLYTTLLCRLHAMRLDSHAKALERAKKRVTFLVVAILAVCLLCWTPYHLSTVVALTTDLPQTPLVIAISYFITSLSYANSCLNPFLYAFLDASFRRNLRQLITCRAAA
V1aR counter: activates human V1a receptor in oxytocin agonist counter-screen; P37288; CHO-V1R cells, Fluo-8 calcium fluorescence, agonist mode; 0% DMSO, 100% 3 nM vasopressin; activation, % at 3 µM; hit rate 0.25% among 320,000;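 active = activation above the mean activation of all tested compounds plus 3 SD, per screening run, cut at about 20% in these data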;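 note: signal is peak over basal fluorescence ratio across a 100 second FLIPR read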
Target sequence (P37288 whole entry, looked up): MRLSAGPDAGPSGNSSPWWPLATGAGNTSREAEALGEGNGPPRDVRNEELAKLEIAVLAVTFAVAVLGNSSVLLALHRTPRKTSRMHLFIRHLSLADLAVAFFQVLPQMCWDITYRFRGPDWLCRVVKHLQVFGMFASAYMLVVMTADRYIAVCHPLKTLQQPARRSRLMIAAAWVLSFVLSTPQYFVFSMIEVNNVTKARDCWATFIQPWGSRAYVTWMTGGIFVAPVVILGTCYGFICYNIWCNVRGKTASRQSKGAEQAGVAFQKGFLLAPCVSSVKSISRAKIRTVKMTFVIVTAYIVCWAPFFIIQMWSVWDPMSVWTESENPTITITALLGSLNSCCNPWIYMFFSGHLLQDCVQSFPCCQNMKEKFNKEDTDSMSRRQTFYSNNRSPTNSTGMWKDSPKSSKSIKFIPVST
PfM18AAP inh: blocks P. falciparum M18 aspartyl aminopeptidase | recombinant PfM18AAP, H-Glu-NHMec fluorogenic cleavage | inhibition, % at 7.35 µM | hit rate 1.2% among 290,000 | AID 1822;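 active = inhibition above the campaign mean inhibition over all tested compounds plus 3 SD, cut at about 28% in these data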;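 note: 0% = plate median of test compound wells and 100% = 2 mM ZnCl2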
MEKK2wt PB1 HTS: raises or lowers MEK5 binding to wildtype human MEKK2 PB1 domain; Q9Y2U5; bead flow cytometry, Alexa488-MEK5 binding to MEKK2 WT; actives lie on both sides; binding response (% of control), % at 10 µM; hit rate 1.1% among 290,000; in the data active = binding response below about 67% or above about 130%
OXTR agonist: agonists of human oxytocin receptor | P30559 | CHO-OTR cells, Fluo-8 calcium fluorescence; normalized: DMSO 0%, oxytocin 100% | activation, % at 3 µM | hit rate 0.32% among 320,000;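 active = activation above the mean of all tested compounds plus 3 SD, cutoff set per screening run, cut at about 20% in these data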;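 note: peak over basal fluorescence ratio from a 100 s FLIPR kinetic read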
NALP1 yeast inh: NALP1 inhibition | AID 2071 | hit rate 0.61% among 280,000 | S. cerevisiae NALP1/ASC/caspase-1 growth, X-gal OD620, 72 h | inhibition, % at 10 µM; in the data active = inhibition mostly above about 24%, no sharp cut-off; inactive = mostly below about 32%; note: some compounds called inactive have numbers as strong as hits
MEKK2mut PB1 HTS: signal of MEK5 binding to mutant human MEKK2 PB1 domain | bead flow cytometry, Alexa488-MEK5 binding to MEKK2 mutant | hit rate 0.35% among 290,000 | percent response, % at 10 µM; in the data active = percent response above about 24%, passing the limit was not always enough; note: inactives centre near 1; some results filed as inactive read as strong as hits
OXTR potentiate: potentiators of human oxytocin receptor; P30559; CHO-OTR cells, Fluo-8 calcium fluorescence, potentiator mode; 0% = oxytocin EC15, 100% = EC100; activation, % at 3 µM; hit rate 0.061% among 320,000; AID 2445;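 active = activation above that plate's cutoff, the mean activation of tested compounds plus 3 SD, cut at about 6.6% in these data, passing the limit was not always enough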;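 note: 100% uses oxytocin at 75 nM as the full agonist control; some results filed as inactive read as strong as hits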
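Material: human OTR in CHO cells. Compound: 3.0 µM, one dose. Timing: compound 6 min at room temperature before oxytocin, 100 s read. Evaluation: % activation of max/min ratio relative to oxytocin controls. Replication: single well per compound, singlicate. Signal: Fluo-8 calcium dye fluorescence.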
GalR3 antag: human GalR3 antagonism. O60755. hit rate 0.44% among 360,000. inhibition, % at 3 µM. HEK293 GalR3-CNG cAMP membrane potential fluorescence; galR3 body fused to GalR1 C-terminus;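 active = inhibition above the screen-wide average plus 3 SD, cut at about 13% in these data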;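 note: forskolin and galanin both at EC90 stimulate the cells; cAMP rise reported by CNG channel membrane potential dye signal; 0% = forskolin plus galanin with DMSO and 100% = forskolin alone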
Target sequence (O60755 1-299 limits assumed): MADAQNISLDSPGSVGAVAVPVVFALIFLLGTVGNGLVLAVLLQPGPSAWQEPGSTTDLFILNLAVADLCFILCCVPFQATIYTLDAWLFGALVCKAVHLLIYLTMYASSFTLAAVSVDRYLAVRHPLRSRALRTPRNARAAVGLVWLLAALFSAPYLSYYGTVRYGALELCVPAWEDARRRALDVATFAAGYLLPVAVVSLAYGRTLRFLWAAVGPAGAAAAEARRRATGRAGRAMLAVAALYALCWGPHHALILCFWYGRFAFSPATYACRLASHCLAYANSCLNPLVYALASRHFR
* marks the source's active call; other numbers are inactive results; · = not tested or not shown.

SMILES | GPR7 antagonist | V1aR counter | PfM18AAP inh | MEKK2wt PB1 HTS | OXTR agonist | NALP1 yeast inh | MEKK2mut PB1 HTS | OXTR potentiate | GalR3 antag
O=C(NNC(=O)c1ccccc1-n1cccc1)c1ccc(Cl)c(Cl)c1 | -15 | 0.2 | 12 | 109 | -0.1 | -2 | 18 | -14 | -1
O=C(COC(=O)C1CCC(=O)N1)Nc1ccc(Oc2ccccc2)cc1 (configuration not stated) | -10 | 0.4 | -12 | 101 | -0.4 | 8 | -1 | -18 | -5
O=C(Nc1cccc(F)c1)c1ccc(-c2ccccc2Cl)o1 | -11 | -0.1 | -4 | 112 | -1.3 | 33 | -3 | -6 | ·
O=C(NCc1ccco1)/C(=C/C=C/c1ccccc1)NC(=O)c1ccco1 | 3 | 0.1 | 7 | 93 | -0.6 | -12 | -8 | -9 | -8
COc1ccc2nc(Cl)cc(Cl)c2c1 | -12 | -0.2 | -4 | 93 | -1.8 | · | -11 | -4 | -2
COc1cccc(C(O)C2OC(=O)c3ccccc32)c1OC (configuration not stated) | · | 0.6 | · | · | -0.6 | · | · | -8 | 2
Cc1ccc(NS(=O)(=O)c2cccc3nsnc23)cc1C | -8 | 10 | -6 | 99 | -0.9 | 7 | 3 | -11 | -10
COc1ccc(C2CC(=O)Nc3sc(=N)c4c(N)c(C#N)c(N)nc4c32)cc1OC (configuration not stated) | -22 | 0.2 | 7 | 96 | 0.7 | -9 | -6 | -8 | 65*
O=C(Nc1cccc(S(=O)(=O)NCc2ccco2)c1)c1cccc(Cl)c1 | · | 0.0 | · | · | -0.3 | · | · | -4 | -7
O=C(NCc1ccccn1)c1ccc(OC2CCN(Cc3cccs3)CC2)cc1 | -2 | 1.3 | -1 | 98 | 1.5 | 21 | -5 | 0 | -8
O=C1c2cccnc2C(Nc2ccccc2Br)N1Cc1ccco1 (configuration not stated) | -9 | -0.8 | -19 | 88 | -1.7 | 6 | -10 | 1 | -5
CCOC(=O)c1c(C)[n+]([O-])c2ccc3c(non3O)c12 | -6 | -0.1 | -3 | 95 | 1.1 | 7 | -6 | -16 | -5

At a glance, 2 of the compounds above.
SMILES | GPR7 antagonist | V1aR counter | PfM18AAP inh | MEKK2wt PB1 HTS | OXTR agonist | NALP1 yeast inh | MEKK2mut PB1 HTS | OXTR potentiate | GalR3 antag
O=C(NNC(=O)c1ccccc1-n1cccc1)c1ccc(Cl)c(Cl)c1 | -15 | 0.2 | 12 | 109 | -0.1 | -2 | 18 | -14 | -1
O=C(COC(=O)C1CCC(=O)N1)Nc1ccc(Oc2ccccc2)cc1 (configuration not stated) | -10 | 0.4 | -12 | 101 | -0.4 | 8 | -1 | -18 | -5

The list goes on:
SMILES | GPR7 antagonist | V1aR counter | PfM18AAP inh | MEKK2wt PB1 HTS | OXTR agonist | NALP1 yeast inh | MEKK2mut PB1 HTS | OXTR potentiate | GalR3 antag
N#CC1=C(c2ccc(-c3ccccc3)cc2)COC1=O | -22 | -0.2 | 0 | 99 | 0.4 | -12 | 1 | -1 | -6
O=C(Nc1nnc(-c2ccco2)s1)C1CC1 | 4 | -0.3 | -11 | 96 | 0.4 | 5 | -1 | 1 | -1
COc1cccc(C2CC(c3cccs3)=NN2C(=S)Nc2ccccc2)c1OC (configuration not stated) | -9 | 2.0 | -3 | 91 | 0.1 | 9 | 0 | -11 | 6
CC(NC(=O)C1CCCN(S(=O)(=O)N2CCOCC2)C1)c1ccccc1 (configuration not stated) | -4 | 0.2 | -1 | 100 | 0.2 | -1 | -4 | -6 | -7
CCc1ccc(/C(C)=N/NC(=O)c2c[nH]c3ccccc23)s1 | -16 | 0.1 | -32 | 104 | -1.4 | 10 | 5 | -4 | -5
Cc1ccccc1CSCC(=O)NCCSc1ccccn1 | 12 | -0.4 | -8 | 72 | -1.1 | -6 | -15 | 4 | -5
COc1ccc(CNC(=O)CC2C(=O)NCCN2CC(C)(C)C)c(OC)c1 (configuration not stated) | -4 | -0.5 | -7 | 92 | -0.1 | 3 | -6 | -11 | -2
Cc1ccc(C)c(NC(=O)COC(=O)CCNC(=O)c2ccco2)c1 | · | -0.6 | · | · | 0.1 | · | · | 2 | -8
CCc1ccc2nc(SCC(=O)Nc3ccccc3N3CCOCC3)c(C#N)cc2c1 | 0 | 1.2 | -12 | 104 | 0.1 | · | 12 | -1 | 5
COc1ccc(-c2noc(CSc3nc(-c4ccccc4)cc(=O)[nH]3)n2)cc1OC | -11 | 1.7 | -2 | 96 | -0.2 | 10 | -5 | -17 | -4
COc1ccc(N2CCN(C(=O)COC(=O)c3ccc(OC(F)F)cc3)CC2)cc1 | · | 1.6 | · | · | 0.2 | · | · | -7 | -3
N#Cc1ccccc1NC(=O)c1cc(=O)c2ccccc2o1 | -15 | 0.4 | 4 | 96 | 0.2 | 1 | -6 | 0 | 5
C=CCN=Cc1c(C)[nH]n(-c2ccccc2)c1=O | -3 | 0.4 | 4 | 88 | 0.3 | 9 | -10 | -2 | -1
CCC(=O)NCCc1nc2cc(NC(=O)c3ccccc3OC)ccc2n1C | -5 | 2.5 | -12 | 107 | -0.2 | -2 | 4 | 2 | -2
Cc1cc(C)c2c(N)c(C(=O)c3ccc(Cl)c(Cl)c3)sc2n1 | -16 | 1.1 | 2 | 102 | -0.1 | 1 | 2 | 0 | -1
Cc1ccc2nc(NCC(N)=O)nc(-c3ccccc3)c2c1 | 4 | -2.6 | -13 | 84 | -1.6 | 26 | -4 | -7 | -7
CCc1cc(C(=O)N=Nc2c(O)[nH]c3c(Br)cc(Br)cc23)c2ccccc2n1 | 0 | -0.3 | -7 | 106 | -1.1 | · | 0 | -8 | -3
CCCCCn1c(CN2CCN(C(=O)OCC)CC2)nc2c1c(=O)n(C)c(=O)n2C | -11 | 1.1 | 10 | 97 | 1.7 | · | 0 | 2 | -8
COc1cccc(/C=C2\SC(=O)N(CCC(=O)NNC(=O)c3cccc(Cl)c3)C2=O)c1 | -5 | 7.0 | 3 | 101 | 2.9 | 20 | 5 | -7 | 6
Cc1cc(C)cc(N(CC(=O)NCCSCc2ccco2)S(C)(=O)=O)c1 | -4 | 1.1 | -8 | 91 | -0.9 | 17 | -9 | -11 | 0
COc1cc(/C=N/NC(=O)CCC(=O)Nc2ccc(Br)cc2)ccc1O | -4 | 2.1 | 5 | 107 | -0.8 | -7 | 8 | -1 | -10
CN(Cc1cc([N+](=O)[O-])c2cccnc2c1O)C1CCCCC1 | -8 | 0.2 | 0 | 99 | -0.3 | -1 | -1 | -4 | ·
O=C(CCS(=O)(=O)Cc1ccccc1)Nc1ncc([N+](=O)[O-])s1 | -9 | 3.6 | 9 | 102 | 1.6 | -8 | 2 | -4 | -2
O=C(NN1C(=O)C2C3C=CC(C3)C2C1=O)c1ccco1 (configuration not stated) | -10 | 0.5 | 4 | 97 | -1.2 | 22 | 0 | 4 | 4
COc1ccccc1CN1CCCCCC1 | -3 | 0.8 | -5 | 113 | 0.2 | 23 | 5 | 2 | -3
O=C(NCCN1CCOCC1)C1CCN(c2ncnc3c2sc2cccc(F)c23)CC1 | -9 | 4.2 | 6 | 111 | 1.5 | 4 | 9 | -8 | 15*
Cc1cc(S(=O)(=O)Nc2nc(CN3CCOCC3)nc3sc4c(c23)CCC4)ccc1F | · | 0.7 | · | · | 0.8 | · | · | -4 | -4
O=C(NC12CC3CC(CC(C3)C1)C2)N1CCC(n2nnc3ccccc32)CC1 | -1 | -0.4 | 1 | 101 | -0.1 | -9 | -4 | -12 | -3
Cn1c(SCC(=O)NNC(=O)Cc2ccccc2)nnc1-c1ccccc1 | -9 | -1.1 | -7 | 100 | -1.2 | 13 | 12 | -1 | -4
Fc1ccc(NC(=S)N2CCN(c3ccccn3)CC2)cc1Cl | · | 1.9 | · | · | 4.0 | · | · | -16 | -6
CCOc1ccccc1-n1c(SCC(N)=O)nc2ccccc2c1=O | -11 | 1.0 | -4 | 105 | 0.9 | 1 | -1 | -5 | -2
COc1ccc(CCC(=O)Nc2ccc(C)c(S(=O)(=O)N(C)C)c2)cc1OC | -6 | 6.3 | -3 | 99 | 6.4 | 23 | 2 | -9 | -3
O=C(CCCSc1nnc(-c2cccs2)n1CC1CCCO1)c1ccccc1 (configuration not stated) | -15 | 5.9 | -5 | 100 | 1.1 | -4 | -1 | -9 | -3
COCCN(C(=O)CCC(=O)Nc1ccccn1)C(C(=O)NC(C)C)c1ccc(C)cc1 (configuration not stated) | -14 | -0.5 | 3 | 101 | -1.0 | -4 | 2 | -2 | -10
COc1ccc(C2=C(N)c3ccccc3C2=O)cc1 | 10 | -1.1 | 1 | 100 | -1.7 | 4 | 4 | -7 | ·
COCCn1c(=O)[nH]c2cc(C(=O)NC3CCCCCC3)ccc2c1=O | -8 | -0.3 | -1 | 108 | -0.5 | · | 3 | -6 | 2

Of the compounds above, 4 contain a cyano group:
SMILES | GPR7 antagonist | V1aR counter | PfM18AAP inh | MEKK2wt PB1 HTS | OXTR agonist | NALP1 yeast inh | MEKK2mut PB1 HTS | OXTR potentiate | GalR3 antag
COc1ccc(C2CC(=O)Nc3sc(=N)c4c(N)c(C#N)c(N)nc4c32)cc1OC (configuration not stated) | -22 | 0.2 | 7 | 96 | 0.7 | -9 | -6 | -8 | 65*
N#CC1=C(c2ccc(-c3ccccc3)cc2)COC1=O | -22 | -0.2 | 0 | 99 | 0.4 | -12 | 1 | -1 | -6
CCc1ccc2nc(SCC(=O)Nc3ccccc3N3CCOCC3)c(C#N)cc2c1 | 0 | 1.2 | -12 | 104 | 0.1 | · | 12 | -1 | 5
N#Cc1ccccc1NC(=O)c1cc(=O)c2ccccc2o1 | -15 | 0.4 | 4 | 96 | 0.2 | 1 | -6 | 0 | 5

Back to the main list, repeating the two entries before the break.
SMILES | GPR7 antagonist | V1aR counter | PfM18AAP inh | MEKK2wt PB1 HTS | OXTR agonist | NALP1 yeast inh | MEKK2mut PB1 HTS | OXTR potentiate | GalR3 antag
COc1ccc(C2=C(N)c3ccccc3C2=O)cc1 | 10 | -1.1 | 1 | 100 | -1.7 | 4 | 4 | -7 | ·
COCCn1c(=O)[nH]c2cc(C(=O)NC3CCCCCC3)ccc2c1=O | -8 | -0.3 | -1 | 108 | -0.5 | · | 3 | -6 | 2
COc1ccc(C2C(=O)N(C3CCCCC3)CC(=O)N2CCc2ccccc2)cc1OC (configuration not stated) | -4 | -0.7 | -5 | 99 | 0.0 | -12 | -2 | 2 | 1
COc1ccc(CN(CC(=O)NCc2ccccc2)C(=O)CCC(=O)Nc2ccccn2)cc1 | 7 | -0.1 | 4 | 96 | -0.1 | 27 | -9 | -9 | 4
Cc1c(C=O)c2ccccc2n1CC(=O)NC(C)c1ccccc1 (configuration not stated) | -5 | 3.2 | -7 | 95 | 2.5 | 4 | -1 | -7 | -1
CCCn1c(=O)[nH]c(=O)c2c1nc(-c1ccc(OC(F)(F)C(F)C(F)(F)F)cc1)n2CCOC (configuration not stated) | -12 | 1.8 | -12 | 96 | -2.4 | 14 | 3 | -28 | -4
Cc1cccc(C)c1NC(=O)CC1SC2=NCCN2C1=O (configuration not stated) | -1 | -0.1 | -46 | 111 | -0.5 | 19 | 12 | -6 | -5

By substructure: the compounds so far with a nitro group on carbon (2)
SMILES | GPR7 antagonist | V1aR counter | PfM18AAP inh | MEKK2wt PB1 HTS | OXTR agonist | NALP1 yeast inh | MEKK2mut PB1 HTS | OXTR potentiate | GalR3 antag
CN(Cc1cc([N+](=O)[O-])c2cccnc2c1O)C1CCCCC1 | -8 | 0.2 | 0 | 99 | -0.3 | -1 | -1 | -4 | ·
O=C(CCS(=O)(=O)Cc1ccccc1)Nc1ncc([N+](=O)[O-])s1 | -9 | 3.6 | 9 | 102 | 1.6 | -8 | 2 | -4 | -2
